# Compound activity as filed in PubChem.
# CASP6 VEID inh: human caspase-6 inhibitors, primary screen, biochemical, VEID-R110 fluorescence, single point, set 2; P55212; purified caspase-6, Z-VEID-R110 cleavage fluorescence; inhibition, % at 12.5 µM; 350,000 tested, 0.53% active; AID 686996, 2013;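 active = mean inhibition across replicates at least about 35%, with every replicate also reaching that limit, limit read from the data; inconclusive = only one of the two criteria met; inactive = neither criterion met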;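 note: 0% = median of neutral control wells and 100% = no fluorescence left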
# Target sequence (P55212 24-179 limits assumed): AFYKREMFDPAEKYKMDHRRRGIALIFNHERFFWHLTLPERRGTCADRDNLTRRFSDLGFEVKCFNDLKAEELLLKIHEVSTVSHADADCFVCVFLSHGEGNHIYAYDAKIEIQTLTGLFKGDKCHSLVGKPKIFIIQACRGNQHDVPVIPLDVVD
# Target sequence (P55212 194-293 limits assumed): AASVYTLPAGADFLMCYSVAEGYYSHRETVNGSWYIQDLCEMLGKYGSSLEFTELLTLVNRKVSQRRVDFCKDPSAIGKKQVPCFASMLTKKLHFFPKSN
# ERAP1 HTS inh: human ERAP1 aminopeptidase inhibitors, primary screen, biochemical, single point, plate reader | 340,000 tested, 0.15% active | Endoplasmic reticulum aminopeptidase 1 (Homo sapiens), Q9NZ08 | inhibition, % at 10.7 µM | recombinant ERAP1, Leu-AMC fluorescence, 60 min;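 active = mean replicate inhibition of at least 30%, or all replicates individually reaching that 30% level; inactive = mean below 30% and not every replicate reaching it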;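 note: 0% = neutral control wells and 100% = L-leucinethiol positive control wells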
# DENV2 CPE rescue: inhibitors of DENV2 cytopathic effect, primary screen, cell-based, plate reader, single concentration | DENV2-infected cells, cytopathic effect rescue | CPE inhibition, % at 9.99 µM | 350,000 tested, 1.7% active | AID 651640, 2012; in the data active = CPE inhibition above about 20%, passing the limit was not always enough; inconclusive = no clear call, values can overlap the other calls; tested in BHK-21 cells;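 note: 0% = median of neutral control wells and 100% = median of positive control wells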
# miR-122 sensor: miR-122 Renilla sensor signal increase in Huh7, primary screen, miR-122 inhibitor project, cell-based, single point, plate reader; Huh7 miR-122 Renilla luciferase sensor, 48 h; neutral wells = 0, positive control = 100; activation (reporter increase), % at 12.5 µM; 340,000 tested, 0.3% active;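 active = mean replicate activation score at least 90 and every replicate individually at or above 90; inconclusive = only one of the two criteria met; inactive = neither criterion met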;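 note: higher luciferase means less miR-122 activity so hits act as miR-122 inhibitors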
# SIRT5 inh: SIRT5 desuccinylase inhibitors, primary screen, biochemical, fluorescence imaging, single point, set 5 | NAD-dependent protein deacylase sirtuin-5, mitochondrial (Homo sapiens), Q9NXA8 | Purified SirT5, succinyl-peptide AMC, trypsin-coupled fluorescence | inhibition, % at 15 µM | 330,000 tested, 1.1% active; in the data active = inhibition above about 15%; inconclusive = no clear call, values can overlap the other calls
# Target sequence (Q9NXA8 whole entry, looked up): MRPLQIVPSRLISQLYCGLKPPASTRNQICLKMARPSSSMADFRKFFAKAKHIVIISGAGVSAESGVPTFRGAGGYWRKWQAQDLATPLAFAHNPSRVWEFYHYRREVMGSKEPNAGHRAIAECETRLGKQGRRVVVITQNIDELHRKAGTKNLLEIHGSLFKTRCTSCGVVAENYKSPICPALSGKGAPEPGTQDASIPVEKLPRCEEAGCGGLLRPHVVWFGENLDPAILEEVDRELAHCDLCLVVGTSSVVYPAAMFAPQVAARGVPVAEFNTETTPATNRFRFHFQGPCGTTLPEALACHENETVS
# CFTR F508del cor: F508del CFTR correction, initial screen, CFBE line, single point; CFBE cells, YFP halide quenching; stimulated with forskolin plus potentiator P3; % fluorescence drop versus neutral controls; activity (quench increase), % at 7.58 µM; 350,000 tested, 0.36% active;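 active = mean added fluorescence quench of at least 8% versus neutral control, with both replicates also reaching 8%; inconclusive = only one of the mean or replicate conditions met; inactive = mean below 8% and not both replicates reaching 8%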;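 note: cells transiently co-express mutant CFTR-F508del with the halide-sensitive YFP; corrector assay measuring rescue of mutant channel to the surface after 24 h compound exposure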
# ERp5 block: inhibitors of ERp5-driven insulin aggregation, primary screen, biochemical, turbidity, absorbance 650 nm, single point. 350,000 tested, 0.05% active. 90 min. inhibition, % at 9.99 µM. Protein disulfide-isomerase A6 (Homo sapiens), Q15084;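 active = mean replicate inhibition above about 25%, with every replicate also reaching it, limit read from the data, passing the limit was not always enough; inconclusive = only one of those two criteria met; inactive = neither criterion met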
# Target sequence (Q15084 whole entry, looked up): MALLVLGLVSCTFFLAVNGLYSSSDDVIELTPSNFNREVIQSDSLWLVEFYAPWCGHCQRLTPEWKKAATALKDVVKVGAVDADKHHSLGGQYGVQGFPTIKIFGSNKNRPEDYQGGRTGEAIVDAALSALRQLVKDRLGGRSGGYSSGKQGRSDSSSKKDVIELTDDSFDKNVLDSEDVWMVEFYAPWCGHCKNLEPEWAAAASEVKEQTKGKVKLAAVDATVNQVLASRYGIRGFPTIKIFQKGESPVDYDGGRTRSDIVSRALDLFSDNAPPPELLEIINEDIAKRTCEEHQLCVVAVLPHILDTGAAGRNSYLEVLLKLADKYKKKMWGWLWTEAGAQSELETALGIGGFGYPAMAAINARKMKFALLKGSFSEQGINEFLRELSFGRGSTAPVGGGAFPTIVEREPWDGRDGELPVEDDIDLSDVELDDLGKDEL
# * marks the source's active call; other numbers are inactive results; ? = inconclusive; . = no result given; & = joins results of further samples; [ ] = remark or other dose.
Structure	CASP6 VEID inh	ERAP1 HTS inh	DENV2 CPE rescue	miR-122 sensor	SIRT5 inh	CFTR F508del cor	ERp5 block
COc1ccc(NC(=O)N(C)C[C@@H]2OCCCC[C@H](C)Oc3ccc(NC(=O)Nc4ccc(C(F)(F)F)cc4)cc3C(=O)N([C@@H](C)CO)C[C@H]2C)cc1	1	1	4	1[16.7 µM]	7	-1.5	3
C[C@@H]1COC(=O)[C@H](NC(=O)OCC2c3ccccc3-c3ccccc32)C/C=C\C[C@@H](CC(=O)N[C@@H](CO)Cc2ccccc2)C(=O)N1	-3	0	.	5	.	-2.1	-5
CC(C)c1cccc(-c2csc(C(C)(O)c3ccccc3)n2)c1 (configuration not stated)	3	6	-1	-2	0	0.4	-1
CCOC(=O)N1CCC(NC(=O)c2cccc3c2C(=O)N(c2ccc(OC)cc2)C3)CC1	1	2	0	-7	-2	0.0	8
C[C@H](CO)N1C[C@H](C)[C@@H](CN(C)C(=O)Nc2ccc(N3CCN(C)CC3)cc2)OCc2cnnn2CCCC1=O	-16&-3	1	?	26	1&6	-2.2&-1.9&-1.3	2&4
COc1ccc(OCCC(=O)NC2CCCCC2)cc1	0	4	1	.	-2	1.5	-3
O=C(NCCc1ccccc1Cl)C1CCC(=O)N(C2CCCCCC2)C1 (configuration not stated)	1	1	-3	-5	-2	2.2	6
CCOC(=O)c1c(NC(=O)CN2C(=O)NC3(CCC(C)CC3)C2=O)sc(C(=O)N(C)C)c1C (configuration not stated)	2	-2	-4	-6	1	-4.3	1
Cc1ccc(S(=O)(=O)Nc2ccc(Cl)cn2)cc1	-2	2	-6	29	2	2.1	1
O=C1C2ON(c3ccccc3)C(c3ccccn3)C2C(=O)N1c1ccc(Br)cc1 (configuration not stated)	-2	0	.	.	4	.	4
O=C(OCCN1CCOCC1)c1ccc(O)cc1	-2	6	3	-4	-6	1.6	-1
COc1ccc2c3c(n(C)c2c1)[C@@H](CO)N(C(=O)NC(C)C)CC31CN(C(C)=O)C1	-2	6	0	.	-11	0.1	-6
C[C@@H]1CCCCO[C@H](CN(C)C(=O)Nc2ccc(F)cc2)[C@@H](C)CN([C@H](C)CO)C(=O)c2cc(NS(C)(=O)=O)ccc2O1	8	2	-3	11[16.7 µM]	-1	1.5	1
COc1ccc(Br)cc1CNC(=O)CCC(=O)n1nc(C)c2ccccc21	3	-3	?	4	-7	-0.3	0
COCCNC(C)C(=O)C12CC3CC(CC(C3)C1)C2 (configuration not stated)	0	5	3	.	-1	3.0	3

# Going on with the list:
Structure	CASP6 VEID inh	ERAP1 HTS inh	DENV2 CPE rescue	miR-122 sensor	SIRT5 inh	CFTR F508del cor	ERp5 block
CN(C)C(=O)c1cccc(-c2ccc([C@@H]3[C@@H](C#N)N(C(=O)C4CC4)[C@H]3CO)cc2)c1	-2	1	1	.	2	0.5	0
C[C@H](CO)N1C[C@H](C)[C@H](CN(C)S(=O)(=O)c2ccccc2)Oc2ccc(NC(=O)Nc3ccc(F)cc3)cc2CC1=O	0	-4	14	-8[16.7 µM]	3	-2.7	4
COCCN(C(=O)CSCc1ccc(C)cc1)c1c(N)n(CC(C)C)c(=O)[nH]c1=O	1	-4	9	.	2	1.2	2
O=C(Nc1cccc(N2C(=O)C=CC2=O)c1)c1cccs1	5	33*	10	.	0	-4.9	1
O=C(Cc1noc2ccccc12)Nc1ccc(Cl)cc1	-1	-4	?	-5	.	-0.1	-1
COc1cccc(OCC(O)CN2CCC(CN3C(=O)c4cccc5cccc(c45)C3=O)CC2)c1 (configuration not stated)	-3	2	.	.	-9	6.4	-3
COc1cccc(C(=O)Nc2cccc(-c3ccc4nncn4n3)c2)c1OC	4	.	?	-3	12	1.2	4
C[C@H](CO)N1C[C@H](C)[C@@H](CN(C)Cc2ccc(Cl)c(Cl)c2)OCCCC[C@H](C)Oc2ccc(NC(=O)Cc3ccccc3)cc2C1=O	1	-2	-3	9[16.7 µM]	10	1.8	-1
CO[C@@H]1CN(C)C(=O)c2ccc(NC(=O)Nc3ccc(C(F)(F)F)cc3)cc2OC[C@H](C)NC[C@H]1C	2	-4	-2	-31[16.7 µM]	6	2.1	-2
O=C(N/N=C/c1cccnc1)c1ccccc1[N+](=O)[O-]	-1	7	?	.	0	2.2	-6
CCn1cc(Cl)c(C(=O)Nc2nccs2)n1	0	0	4	-4	-2	-1.1	5
Cc1cc(C)n(CC(O)COc2ccc(C(C)C)c(C)c2)n1 (configuration not stated)	3	0	10	-3	.	4.0	-4
C[C@H]1CN([C@@H](C)CO)C(=O)c2cc(C#CC3(O)CCCC3)cnc2O[C@@H]1CN(C)S(C)(=O)=O	-2	3	17	-1[16.7 µM]	0	0.5	8
CCOc1ccc(CCN2C(=O)C(=O)N([C@@H](CC(C)C)CN3CCC[C@H]3CN3C(=O)C(=O)NC[C@@H]3Cc3ccc(O)cc3)C[C@@H]2CC(C)C)cc1	6	-9	-7	.	0	0.3	7
O=C(CSc1nnnn1Cc1ccccc1)Nc1ccccc1	-4	2	5	-10	-4	-0.5	0

# (further entries)
Structure	CASP6 VEID inh	ERAP1 HTS inh	DENV2 CPE rescue	miR-122 sensor	SIRT5 inh	CFTR F508del cor	ERp5 block
CCCCN(C(=O)CCSc1ccc(F)cc1)c1c(N)n(Cc2ccccc2)c(=O)[nH]c1=O	0	4	2	-5	-3	3.0	8
O=C(CSc1ccccc1)Nc1ccccc1C(=O)N1CCCC1	1	0	6	-2	-1	-1.7	3
C[C@@H]1CN([C@@H](C)CO)C(=O)c2cc(C#CC3(O)CCCC3)cnc2O[C@H]1CN(C)C(=O)Cc1ccncc1	-7	-7	-10	-7[16.7 µM]	2	-4.4	1
O=c1cc(C(O)C[N+](=O)[O-])occ1OCc1ccccc1 (configuration not stated)	0	0	4	0	0	-4.1	-1
COc1ccc([N+](=O)[O-])cc1NC(=O)COC(=O)c1ccc(O)cc1	0	2	4	-2	-4	-1.8	0
Cc1ccc(Cc2c(-c3ccc(Cl)cc3)nc3cc(C)ccn23)cc1	0	4	-4	1	-2	-1.7	-6
CCCN(CC(=O)Nc1ccccc1OC)C(=O)CSC(=S)N1CCCC1	3	2	1	-1	-2	2.4	-3
C[C@H](CO)N1C[C@H](C)[C@@H](CN(C)Cc2cccnc2)Oc2cc(-c3cccnc3)ccc2S1(=O)=O	-4&-5	-3&2	-7&1	-4	0&-18	0.4&-0.6&-1.6	-20&-2
C[C@@H]1CN([C@H](C)CO)C(=O)c2cc(NS(=O)(=O)c3cccs3)ccc2O[C@@H]1CN(C)C(=O)Nc1ccc(F)cc1	0	-1	0	-1[16.7 µM]	1	1.2	12
CCN(CC)S(=O)(=O)c1ccc(N=Cc2c(C)c(C#N)c(=O)n(C)c2O)cc1	4	0	6	.	9	.	-4
Cc1cccc(-n2cc(CN3CCN(c4ccccn4)CC3)c(-c3cccc(F)c3)n2)c1	0	0	-5	.	-1	3.3	5
O=C(CCN1C(=O)/C(=C\c2ccccc2)SC1=S)NCCCN1CCOCC1	1	7	4	-5	4	-1.6	26*
CO[C@H]1CC[C@H]2CCOc3c(C#N)cccc3C(=O)N(C)C[C@@H](OC)[C@H](C)C(=O)N(C)C[C@@H]1O2	4	-4	0	.	4	.	-9
COc1ccc(C(C)=O)cc1CSc1nnc(-c2ccccc2O)n1-c1ccccc1	6	5	9	.	1	-4.1	-1
C[C@@H]1CCCCO[C@@H](CN(C)S(=O)(=O)c2ccc(Cl)cc2)[C@@H](C)CN([C@@H](C)CO)C(=O)c2cc(NS(=O)(=O)c3cn(C)cn3)ccc2O1	1	-2	-3	-2[16.7 µM]	3	-2.1	-13

# Going on with the list:
Structure	CASP6 VEID inh	ERAP1 HTS inh	DENV2 CPE rescue	miR-122 sensor	SIRT5 inh	CFTR F508del cor	ERp5 block
CCc1cccc(CC)c1N(COC)C(=O)Cn1cnc2ccccc21	2	0	-2	-5	-4	.	3
CCCCNC(=S)Nc1ccc2nc(N3CCN(CC)CC3)cc(C)c2c1	-37	-5	-4	1	-1	2.0	2
OCCC1CN(Cc2cccc3nccnc23)CCN1Cc1ccc(F)cc1 (configuration not stated)	0	-3	11	1	-2	2.4	-2
CCCCN1CC[C@H]2C=CC[C@@H](C(=O)Nc3ccccc3)[C@H]2C1=O	-2	3	7	-3	-5	-4.2	1
COc1ccc(C(=O)Nc2nc3cc4c(cc3s2)OCO4)c(OC)c1	-2	.	7	1	-4	-2.6	-7
CCN(C(=O)CSc1nc2ccccc2n1CC(C)C)c1c(N)n(Cc2ccccc2)c(=O)[nH]c1=O	-1	6	0	2	3	-1.3	3
CCC(c1nnnn1Cc1ccccc1)N1CCN(c2ccccc2)CC1 (configuration not stated)	0	3	-2	.	-1	1.9	-1
Cc1noc(C)c1NC(=O)Nc1ccc2c(c1)C(=O)N(C)[C@@H]1CC[C@H](CC(=O)N(C)C)O[C@H]1CO2	1	-2	?	3[16.7 µM]	2	0.7	4
CCc1cccc(NC(=O)COC(=O)c2cc([N+](=O)[O-])ccc2N2CCOCC2)c1	5	3	-2	.	-8	9.1*	-4
C[C@@H]1CN([C@H](C)CO)C(=O)Cc2cc(NC(=O)Nc3ccc(C(F)(F)F)cc3)ccc2O[C@@H]1CN(C)C(=O)Nc1ccc2c(c1)OCO2	-1	-4	-13	.	13	-0.2	4
CC1(C(=O)OCC(=O)Nc2ccccc2)CC1(Cl)Cl (configuration not stated)	-4	1	-5	-5	4	-2.3	5
C[C@H](CO)N1C[C@H](C)[C@@H](CN(C)Cc2ccc(Oc3ccccc3)cc2)Oc2c(NC(=O)Nc3ccccc3)cccc2C1=O	0	2	9	-8[16.7 µM]	7	2.5	2
O=C(COC(=O)c1cc(Br)ccc1O)Nc1cccnc1Cl	10	0	-6	.	-5	-1.2	4
C[C@@H]1CN([C@@H](C)CO)S(=O)(=O)c2ccc(-c3ccccc3F)cc2O[C@@H]1CN(C)S(C)(=O)=O	2	6	0	12[16.7 µM]	-3	-2.3	5
CCN1/C(=C/c2cc[n+](CCCS(=O)(=O)[O-])c3ccccc23)Sc2ccccc21	-1	26	9	.	-7	4.9	-1

# Looked up above:
# Under CASP6 VEID inh, CCN(C(=O)CSc1nc2ccccc2n1CC(C)C)c1c(N)n(Cc2ccccc2)c(=O)[nH]c1=O is listed with -1
# Under CFTR F508del cor, CC1(C(=O)OCC(=O)Nc2ccccc2)CC1(Cl)Cl (configuration not stated) is listed with -2.3

# (continued)
Structure	CASP6 VEID inh	ERAP1 HTS inh	DENV2 CPE rescue	miR-122 sensor	SIRT5 inh	CFTR F508del cor	ERp5 block
C[C@H](CO)N1C[C@H](C)[C@H](CN(C)C(=O)Nc2cccc3ccccc23)Oc2ccc(NC(=O)Nc3ccc4c(c3)OCO4)cc2CC1=O	-1	-1	?	-2[16.7 µM]	5	-3.2	1
O=C(Nc1nccs1)c1ccccc1Br	-2	-1	1	1	2	-4.0	0
Cc1cn([C@H]2C[C@H](O)[C@@H](CNCc3cnc(N4CCOCC4)nc3)O2)c(=O)[nH]c1=O	-3	1	7	-5	9	0.3	-10
O=C1c2ccccc2C(=O)N1CC1CCN(Cc2ccc(OCCO)cc2)CC1	2	2	-4	.	1	0.6	0
CC(=O)c1cccc(CN2CCCC(CCC(=O)NCc3ccccc3F)C2)c1 (configuration not stated)	12	-5	17	.	-6	-0.8	1
C[C@@H]1CN([C@@H](C)CO)C(=O)c2cc(-c3ccc(F)cc3)cnc2O[C@H]1CN(C)Cc1cccnc1	1	6	2	-1[16.7 µM]	2	1.4	1
O=C(NCCCN1CCCC1=O)c1cccc(S(=O)(=O)N2CCN(c3ccc(F)cc3)CC2)c1	2	3	-5	.	-7	0.4	6
O=C(C[C@@H]1CC[C@H](NC(=O)c2cccnc2)[C@H](CO)O1)NCc1ccncn1	0	-1	5	.	-6	0.5	-1
C[C@@H]1CN([C@H](C)CO)C(=O)c2cc(-c3ccc(F)cc3)cnc2O[C@@H]1CN(C)CC1CCOCC1	4	0	-4	-1[16.7 µM]	-14	0.1	10
